Compound activity as filed in PubChem BioAssay.
FadD28 FP inh: inhibitors of Mycobacterium tuberculosis FadD28 bisubstrate binding; actives 0.22% (n = 360,000); FadD28 bisubstrate probe binding, fluorescence polarization; inhibition, % at 12.5 µM; AID 588549; in the data active = inhibition above about 8.5%, passing the limit was not always enough
PfHsp40 rescue: restores yeast growth despite PfHsp40 toxicity. S. cerevisiae expressing PfHsp40, growth rescue, ATP luminescence. growth rescue, % at 12.5 µM. actives 0.68% (n = 340,000); in the data active = growth rescue above about 28%, passing the limit was not always enough;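 note: yeast W303a lacking pdr1 and pdr3 grown in galactose medium; growth measured after three days at 30 °C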
GDH-TPI inh: inhibits GDH-TPI coupling enzymes, artifact for Mtb FBA screen; GDH-TPI coupled enzyme counterscreen, NADH absorbance; inhibition, % at 4.8 µM; actives 1.2% (n = 360,000); AID 588335; in the data active = inhibition above about 30%;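 note: 0% = DMSO wells and 100% = wells lacking the enzyme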
TcdB GH inh: TcdB glycohydrolase inhibition | P18177 | TcdB glycohydrolase enzymatic assay, plate reader | inhibition, % at 9.99 µM | actives 0.24% (n = 350,000) | AID 652162; in the data active = inhibition above about 10%
Y pestis TopoI: inhibitors of Yersinia pestis topoisomerase I; Y. pestis Topo-I cleavage product accumulation, plate reader; activity, % at 10 µM; actives 0.064% (n = 360,000); AID 504884; in the data active = activity above about 50%, passing the limit was not always enough; note: inactives centre near 2
Mtb UGM inh: Mtb UDP-galactopyranose mutase inhibition. P9WIQ1. purified UGM, fluorescence polarization probe displacement. inhibition, % at 10 µM. actives 0.06% (n = 320,000). AID 504406; in the data active = inhibition above about 10%, passing the limit was not always enough
Vc quorum ag: induces V. cholerae light production without autoinducers; V. cholerae BH1578 lux reporter, luminescence, 6 h; activation, % at 18.7 µM; actives 0.16% (n = 350,000); AID 588436; in the data active = activation mostly above about 9.7%, no sharp cut-off; note: not every result past the cut was called active; inactives centre near 0; reference of the scale not given here
BioA inh: BioA (M. tuberculosis) enzyme inhibition | purified M. tuberculosis BioA enzyme, plate reader | inhibition, % at 9.99 µM | actives 0.096% (n = 360,000); in the data active = inhibition above about 40%
FBA Mtb inh: inhibitors of M. tuberculosis fructose-bisphosphate aldolase; P9WQA3; purified M. tuberculosis FBA, fluorescence read-out; inhibition, % at 1 µM; actives 2.3% (n = 360,000); AID 588726; in the data active = inhibition above about 27%;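 note: 0% = vehicle and 100% = reference inhibitor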
* marks the source's active call; other numbers are inactive results; i = inactive; . = no result given.

SMILES | FadD28 FP inh | PfHsp40 rescue | GDH-TPI inh | TcdB GH inh | Y pestis TopoI | Mtb UGM inh | Vc quorum ag | BioA inh | FBA Mtb inh
Cc1ccc(N(C(=O)c2csnn2)C(C(=O)NC2CCCCC2)c2cccnc2)c(C)c1 (stereo unspecified) | -0.4 | -1.9 | -3.7 | 0.7 | 3.7 | -0.3 | -2.2 | -1.4 | -1.1
COc1ccc(NC(=O)COC(=O)CN2C(=O)C3CC=CCC3C2=O)c([N+](=O)[O-])c1 (stereo unspecified) | 1.0 | -0.3 | 8.0 | 0.0 | -7.2 | -0.1 | i | -5.7 | 2.9
Cc1cc(C)n2cnnc2n1 | -0.2 | . | -3.0 | 0.4 | 4.7 | -3.3 | i | -1.5 | 14.9
CC1Cc2ccccc2N1S(=O)(=O)c1cccc(C(=O)NCCCn2ccnc2)c1 (stereo unspecified) | -1.7 | -0.7 | 3.8 | 0.7 | 9.2 | -0.3 | 0.5 | -0.1 | -1.2
COc1cc(NC(=O)c2ccccc2[N+](=O)[O-])ccc1NC(=O)c1cc2ccccc2o1 | -4.7 | -0.3 | 17.7 | 1.0 | -12.2 | -1.9 | -0.6 | . | -0.4
O=[N+]([O-])c1ccccc1CNC(Cc1ccccc1)c1ccccc1 (stereo unspecified) | -3.2 | -0.3 | 6.1 | 0.0 | 21.0 | -1.4 | i | 1.5 | -1.0
Cc1cccc(C2c3c(n(C)c(=O)n(C)c3=O)N=C3c4ccccc4C(=O)C32)c1 (stereo unspecified) | -1.8 | 1.3 | 6.0 | 2.2 | 3.8 | . | i | . | -1.2
Cc1cc(C)c(NC(=O)C2CCCN2C)c(C)c1 (stereo unspecified) | -0.2 | -2.1 | -4.4 | . | -0.7 | -2.1 | 4.3 | -0.4 | 1.2
CC1CCCCN1C(=O)COc1ccc2ccc(=O)oc2c1 (stereo unspecified) | -1.3 | -1.1 | 5.4 | 0.2 | -4.4 | -1.7 | -0.4 | . | 26.0
CC1CCCCC1NC(=O)COC(=O)CN1C(=O)c2ccccc2C1=O (stereo unspecified) | -3.0 | 0.2 | 3.5 | 0.2 | -0.9 | 1.9 | i | 1.1 | -0.9
Cc1ccc(-n2ncc3c(=O)n(-c4ccc(C)c(C)c4)c(-c4ccco4)nc32)cc1 | -5.9 | -1.0 | 5.5 | . | 11.1 | 2.1 | i | -1.6 | -2.4
Cc1ccoc1C(=O)NCCNC(=O)c1occc1C | -4.1 | 1.6 | 5.8 | 0.8 | 7.4 | . | i | 0.7 | -1.6
CC1CN(C(=O)N2CCCCC2)CCN1C(=O)N1CCCCC1 (stereo unspecified) | -4.2 | -1.9 | -3.1 | 1.0 | 9.0 | 0.0 | -0.3 | . | -1.6
COc1ccc(C(C(=O)NCC2CCCO2)N(C(=O)c2snc(C(N)=O)c2N)c2ccc(C)cc2)cc1OC (stereo unspecified) | -2.1 | 0.0 | 17.9 | -2.2 | 27.2 | . | -1.5 | 0.1 | 5.7
Cc1ccc(C(=O)C2=C(O)C(=O)N(c3ncccn3)C2c2ccccc2F)o1 (stereo unspecified) | 1.4 | 0.8 | -6.6 | 1.1 | 3.4 | 2.5 | 0.5 | 0.0 | 7.5
CN(CC(=O)Nc1ccccc1Br)c1ncnc2sccc12 | -4.2 | 1.5 | -8.9 | 1.2 | 5.9 | 0.9 | -0.3 | 13.5 | 2.8
CC12CCC(C(=O)N3CCCCCC3)(OC1=O)C2(C)C (stereo unspecified) | 1.1 | -1.0 | 4.1 | . | -2.3 | -4.3 | -0.1 | -1.0 | -1.8
CCn1nc(C)cc1C(=O)N1CCCC(N(C)CCc2ccc(OC)c(OC)c2)C1 (stereo unspecified) | -1.5 | -0.4 | 7.7 | 2.2 | -0.8 | -0.2 | i | 5.5 | 4.8
CCN(C(=O)CSc1ccc2ccccc2c1)C1CCS(=O)(=O)C1 (stereo unspecified) | -0.8 | -1.2 | 1.5 | -1.0 | 3.7 | -1.5 | -0.5 | . | -0.7
CC(=O)NC(CC(=O)NCC(c1ccco1)N(C)C)c1ccccc1 (stereo unspecified) | -1.6 | 0.0 | 7.7 | . | 2.3 | -0.5 | -0.4 | . | 1.3
Cc1ccc(C(=O)NC(=S)NCC(=O)c2ccccc2)cc1 | -2.0 | 0.1 | 2.0 | . | 0.2 | -0.8 | . | 0.1 | 2.2
CCOc1ccc(S(=O)(=O)NC(Cc2cnc[nH]2)C(=O)O)cc1 (stereo unspecified) | -2.2 | 0.0 | 3.8 | 0.3 | 13.4 | -1.0 | -0.2 | . | 4.0
O=C(Nc1ccc2c(c1)C(=O)N(c1ccccc1)C2=O)C1CCCO1 (stereo unspecified) | -2.0 | 0.0 | 9.7 | . | -1.2 | -0.5 | i | -0.4 | -1.4
COCCCNC(=O)CC1C[C@H](C(=O)N(C(C)C)C(C)C)[C@@]2(C)c3[nH]c4ccccc4c3CCN2C1=O (stereo partly specified) | -1.1 | -1.0 | 3.8 | -2.5 | 15.6 | 0.0 | -1.0 | -0.2 | 0.5
CC(C)Cn1cc(-c2cncc3nccn23)cn1 | -2.5 | . | 4.0 | -0.2 | -4.7 | . | -0.3 | -0.5 | 141.6*

Rewritten with two lines to a compound: part of the list above
Values run as follows: FadD28 FP inh	PfHsp40 rescue	GDH-TPI inh	TcdB GH inh	Y pestis TopoI	Mtb UGM inh	Vc quorum ag	BioA inh	FBA Mtb inh
Cc1ccc(N(C(=O)c2csnn2)C(C(=O)NC2CCCCC2)c2cccnc2)c(C)c1 (stereo unspecified)
    -0.4	-1.9	-3.7	0.7	3.7	-0.3	-2.2	-1.4	-1.1
COc1ccc(NC(=O)COC(=O)CN2C(=O)C3CC=CCC3C2=O)c([N+](=O)[O-])c1 (stereo unspecified)
    1.0	-0.3	8.0	0.0	-7.2	-0.1	i	-5.7	2.9

(further entries)
SMILES | FadD28 FP inh | PfHsp40 rescue | GDH-TPI inh | TcdB GH inh | Y pestis TopoI | Mtb UGM inh | Vc quorum ag | BioA inh | FBA Mtb inh
CC1CCCCN1C(=O)c1ccc(C(=O)c2ccccc2)cc1 (stereo unspecified) | -4.1 | -0.1 | -5.6 | -0.6 | 3.5 | 3.9 | i | 0.1 | 1.4
Nc1nc(N)c2cc(Sc3cccc(C(F)(F)F)c3)ccc2n1 | -15.2 | . | 6.7 | 1.5 | 0.9 | . | i | 1.8 | 51.5*
CN1C(c2ccc(F)cc2)=CS/C1=C(\C#N)c1nnc2n1-c1ccccc1SC2 | -0.3 | -1.1 | 34.4* | -0.6 | 2.0 | -2.4 | -5.0 | -1.3 | -0.2
COc1ccc(NC(=O)CNc2cc(S(=O)(=O)N3CCOCC3)ccc2NCC2CCCO2)cc1 (stereo unspecified) | -0.5 | -0.5 | 6.1 | -0.5 | -8.8 | 0.4 | -0.2 | -2.3 | -0.8
CN(C)c1ccc(C(=O)NCC(c2cccs2)N2CCOCC2)cc1 (stereo unspecified) | -3.0 | -1.4 | -3.5 | 0.4 | 2.5 | 0.1 | i | 3.6 | 4.8
COc1ccc([C@H]2CC(=O)C=C(C#CC(C)(C)C)C2)cc1 | -1.5 | 3.9 | 4.3 | -5.8 | 36.8 | -0.1 | -0.3 | 1.1 | -2.1
COc1ccc(OC)c2c1cc(C(=O)N[C@H](C(=O)N1CCC(C(=O)O)CC1)C(C)C)n2C | 0.5 | -0.5 | 4.0 | 0.9 | 0.9 | 2.0 | i | -0.9 | 2.4
O=C(Cn1[nH]c(=O)c2ccccc2c1=O)OCC(=O)c1ccc(F)cc1 | 1.3 | 0.9 | 3.8 | 0.3 | -5.0 | -1.0 | i | . | 2.2
Brc1ccc(CNCC2CCCO2)cc1 (stereo unspecified) | -1.1 | -1.6 | 7.4 | 0.8 | -1.0 | -3.9 | i | -1.7 | 2.1
COc1cccc(OCC(=O)NC2CCS(=O)(=O)C2)c1 (stereo unspecified) | -0.2 | -0.2 | 3.1 | 3.6 | -3.2 | . | i | -1.6 | -1.0
COC(=O)c1ccc(C2c3c(oc4ccc(Cl)cc4c3=O)C(=O)N2CCN2CCOCC2)cc1 (stereo unspecified) | -2.2 | 0.8 | 9.1 | 1.5 | -3.4 | 0.7 | -0.3 | 4.3 | 0.0
CCOc1ccc2nc(N/C(N)=N/C(=S)Nc3cccc(C)c3)nc(C)c2c1 | -2.1 | 1.2 | -17.7 | 1.4 | -0.2 | 1.3 | i | -2.2 | 6.9
CCOC(=O)CSc1nc2c(sc3ccc([N+](=O)[O-])cc32)c(=O)n1Cc1ccco1 | -2.5 | 0.0 | 2.6 | . | -1.1 | -5.7 | -1.7 | 0.9 | -3.8
Cc1nnsc1C(=O)N/N=C/c1ccccc1 | -1.3 | -0.9 | 6.0 | 2.0 | -10.3 | -0.8 | 0.1 | . | 4.5
CCOC(=O)C1(C)CCCN(C(=O)c2c(F)ccc(C)c2F)C1 (stereo unspecified) | -0.2 | . | 7.1 | 0.7 | 3.0 | . | -1.2 | -0.2 | 1.6
COc1ccccc1N1CCN(C(=O)C2c3ccccc3Oc3ccccc32)CC1 | 3.0 | -1.5 | 7.7 | . | 0.0 | . | 7.4 | -2.1 | -0.3
COc1cc(C(=O)OCCCN(C)C)cc(OC)c1OC | -1.1 | -1.4 | -5.2 | 0.2 | -4.5 | -0.3 | 4.3 | -3.5 | 6.9
O=C(Nc1cccc(Cl)c1)c1cnn2cccnc12 | -5.4 | 1.7 | 9.6 | . | 10.0 | -10.7 | 1.8 | -0.3 | -1.3
COc1ccccc1NC(=O)N1CCC(NC(=O)C2CCCCC2)CC1 | 0.0 | 0.1 | -3.0 | -0.5 | 0.2 | -3.8 | 0.1 | -1.0 | -0.8
CCCCNS(=O)(=O)c1ccc(NC(=O)C2c3ccccc3Oc3ccccc32)cc1 | -0.8 | -1.4 | -5.4 | -0.3 | 1.6 | -0.3 | -1.6 | 0.5 | -1.8
CC(=O)Nc1ccc(NC(=O)C(C)OC(=O)C2CCCC2)cc1 (stereo unspecified) | -1.0 | -1.3 | 1.1 | 2.6 | 2.2 | 0.3 | i | 0.4 | -0.9
Cc1cc(C)cc(NC(=O)CC2Oc3ccc(C)cc3NC2=O)c1 (stereo unspecified) | 1.8 | . | 2.1 | -1.9 | 2.7 | 1.6 | -0.5 | -0.6 | 0.7
O=C1C=C(c2ccc(C(=O)O)cc2)C[C@@H](c2ccc(F)cc2)C1 | -1.5 | 14.7 | 10.1 | 9.4 | -6.3 | -0.3 | -0.4 | -0.1 | 5.1
Cc1cccc(NC(=S)NCCc2ccccn2)c1 | -1.6 | -0.7 | -3.0 | 2.5 | -4.9 | 1.4 | i | -1.4 | 2.4
COc1ccc([C@@H]2CC=C(C(=O)O)[C@H](c3ccc(F)cc3)N2S(=O)(=O)c2ccccc2C)cc1 | -2.4 | 0.9 | 2.5 | -1.2 | -1.1 | -0.7 | -0.8 | -0.5 | 2.0
FC(F)Oc1ccc(/C=N/NC(=S)Nc2cc(C(F)(F)F)ccc2Cl)cc1 | -0.8 | -1.3 | 17.4 | . | 8.2 | 1.8 | -1.7 | 5.6 | -1.9

Entries of single compounds as entered above. Values in the order: FadD28 FP inh | PfHsp40 rescue | GDH-TPI inh | TcdB GH inh | Y pestis TopoI | Mtb UGM inh | Vc quorum ag | BioA inh | FBA Mtb inh
Entry for COc1cc(C(=O)OCCCN(C)C)cc(OC)c1OC → -1.1 | -1.4 | -5.2 | 0.2 | -4.5 | -0.3 | 4.3 | -3.5 | 6.9
Entry for CC1CN(C(=O)N2CCCCC2)CCN1C(=O)N1CCCCC1 (stereo unspecified) → -4.2 | -1.9 | -3.1 | 1.0 | 9.0 | 0.0 | -0.3 | . | -1.6
Entry for COc1ccc(OC)c2c1cc(C(=O)N[C@H](C(=O)N1CCC(C(=O)O)CC1)C(C)C)n2C → 0.5 | -0.5 | 4.0 | 0.9 | 0.9 | 2.0 | i | -0.9 | 2.4
Entry for Nc1nc(N)c2cc(Sc3cccc(C(F)(F)F)c3)ccc2n1 → -15.2 | . | 6.7 | 1.5 | 0.9 | . | i | 1.8 | 51.5*
Entry for COc1cccc(OCC(=O)NC2CCS(=O)(=O)C2)c1 (stereo unspecified) → -0.2 | -0.2 | 3.1 | 3.6 | -3.2 | . | i | -1.6 | -1.0
